KDM5B inhibitor: KDM5B demethylase inhibition | AID 1347165 | actives 2.6% (n = 220,000) | Potency, µM (series often up to 57.7 µM), for inactives: at the highest dose activity change, negative = inhibition, usual class: inhibitors | Q9UGL1 | KDM5B demethylase, FDH-coupled NADH fluorescence (FDH is formaldehyde dehydrogenase); active means well fitted inhibition curve with a large enough effect; inconclusive means small, poorly fitted or top-dose-only effect; inactive means no such curve, though single readings can be large or run the other way; further: 0% is about no effect; nearly all actives have a fitted effect of over 70% in size
Target sequence (Q9UGL1 whole entry, looked up): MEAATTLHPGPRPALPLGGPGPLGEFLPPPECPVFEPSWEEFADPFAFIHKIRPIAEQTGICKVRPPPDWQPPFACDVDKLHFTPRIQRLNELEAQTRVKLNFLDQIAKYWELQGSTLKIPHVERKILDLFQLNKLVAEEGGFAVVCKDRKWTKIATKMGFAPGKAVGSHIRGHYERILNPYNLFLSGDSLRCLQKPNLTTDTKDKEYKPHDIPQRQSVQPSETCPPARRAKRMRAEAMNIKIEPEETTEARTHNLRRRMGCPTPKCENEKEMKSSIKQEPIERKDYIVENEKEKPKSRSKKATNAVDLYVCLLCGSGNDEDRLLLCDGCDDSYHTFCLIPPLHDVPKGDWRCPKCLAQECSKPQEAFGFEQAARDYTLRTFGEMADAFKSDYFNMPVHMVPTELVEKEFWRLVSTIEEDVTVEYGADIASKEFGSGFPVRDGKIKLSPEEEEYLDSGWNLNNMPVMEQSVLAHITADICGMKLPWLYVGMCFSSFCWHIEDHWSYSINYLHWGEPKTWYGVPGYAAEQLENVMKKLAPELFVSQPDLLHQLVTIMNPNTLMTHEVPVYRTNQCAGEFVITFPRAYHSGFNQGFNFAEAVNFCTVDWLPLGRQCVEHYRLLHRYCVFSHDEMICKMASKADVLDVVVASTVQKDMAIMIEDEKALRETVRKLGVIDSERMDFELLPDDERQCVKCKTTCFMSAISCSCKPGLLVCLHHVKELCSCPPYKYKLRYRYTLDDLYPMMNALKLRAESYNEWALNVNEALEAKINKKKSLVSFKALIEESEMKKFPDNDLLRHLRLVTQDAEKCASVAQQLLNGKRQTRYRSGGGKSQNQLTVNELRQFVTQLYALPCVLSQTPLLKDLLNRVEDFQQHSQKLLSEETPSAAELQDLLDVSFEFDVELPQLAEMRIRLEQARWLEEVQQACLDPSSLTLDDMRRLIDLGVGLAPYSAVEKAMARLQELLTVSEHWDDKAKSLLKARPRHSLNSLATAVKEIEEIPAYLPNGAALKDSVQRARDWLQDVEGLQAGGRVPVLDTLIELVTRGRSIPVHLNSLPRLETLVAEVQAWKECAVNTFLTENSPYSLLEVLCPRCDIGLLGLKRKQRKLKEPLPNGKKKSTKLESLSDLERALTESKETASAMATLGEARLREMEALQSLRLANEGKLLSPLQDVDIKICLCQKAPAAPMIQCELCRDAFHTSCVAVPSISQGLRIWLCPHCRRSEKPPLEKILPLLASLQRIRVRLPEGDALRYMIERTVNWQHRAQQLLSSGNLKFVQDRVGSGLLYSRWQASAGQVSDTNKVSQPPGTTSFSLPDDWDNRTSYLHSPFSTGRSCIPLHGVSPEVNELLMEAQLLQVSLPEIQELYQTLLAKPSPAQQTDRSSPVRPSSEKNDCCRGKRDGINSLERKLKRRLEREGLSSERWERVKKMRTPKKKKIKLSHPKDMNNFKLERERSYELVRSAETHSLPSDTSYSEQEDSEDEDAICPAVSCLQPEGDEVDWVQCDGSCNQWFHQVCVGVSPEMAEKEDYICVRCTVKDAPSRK
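Coupled FDH/NAD⁺ fluorescence readout. KDM5BΔAP 200 nM final; compound titration, 10 min RT preincubation; substrate mix 12.5 µM H3K4me3, 25 µM 2-OG, 50 µM Fe(II), 100 µM ascorbate, 0.25 mM NAD⁺, 0.25 U/mL FDH; ΔRFU over 30 min.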
* = called active by the depositor; i = inactive; u = inconclusive; & = joins results of further samples; [ ] = remark or other dose. Potency means the concentration at half of the fitted maximal effect. The list is partial; rates above refer to the full screens.

SMILES	KDM5B inhibitor
CC(=O)c1cccc(NC(=O)Cn2ccn3nc(-c4ccccc4)c(CO)c3c2=O)c1	-6%
CCn1cnnc1-c1nn(C)c2c1CN(C(=O)CCc1ccc(OC)cc1)CC2	-15%
O=C(c1ccc(OC2CCN(C(=O)c3cccs3)CC2)nc1)N1CCOCC1	-13%
COc1ccc(NC(=O)C(c2ccc(OC)cc2)N(C)C(=O)Cc2cccs2)cc1 (stereo unspecified)	-15%
CC(NC(=O)c1ccccc1NC(=O)c1nn(C)c(=O)c2ccccc12)c1ccccc1 (stereo unspecified)	-1%
CSc1ccc(NC(=O)C2CCCCC2)cc1	0%
COc1cc(NC(=O)c2noc3c2CC(C)CC3)c(OC)cc1Cl (stereo unspecified)	-24%
CCC(CC)NC(=O)c1cc(S(C)(=O)=O)ccc1C	12%
Cc1c(Cl)cccc1NCC(=O)N1CCNC1=O	12%
Cc1cnc(CCNS(=O)(=O)c2cn(C)cn2)n1CC1CC1	-36%
O=C(NCc1ccc(F)cc1)c1nc(-c2cccc(F)c2)c2cnccn12	i
Cc1ccc(C(=O)NC2CCN(c3cc(-c4ccccc4)[nH]n3)C2)cc1C (stereo unspecified)	u
COc1ccc(CCNC(=O)c2cc3c(=O)n(C)c4cc(Cl)ccc4c3s2)cc1OC	-43%
CCOc1cc(C2NC(=O)NC2=O)ccc1O (stereo unspecified)	-12%
Cc1nonc1CN1CCN(C(C(=O)O)c2c[nH]c3ccccc23)CC1 (stereo unspecified)	13%
CSc1ccc(CNC(=O)CN2C(=O)C3CCCCN3c3ccc(C(=O)N4CCCC4)cc32)cc1 (stereo unspecified)	-23%
CCc1ccc(N2CC(C(=O)NC3CC3)CC2=O)cc1 (stereo unspecified)	-3%
CN(Cc1ccc(F)cc1)C(=O)Cc1ccccn1	2%[86.2 µM]
N#Cc1cccc(-c2cn3c(n2)N(C(=O)COc2ccccc2)CCC3)c1	28µM*
CC(=O)Nc1nnc(SCC(=O)N2CCc3ccccc32)s1	6%

Arranged by molar mass (highest first): part of the list above.
SMILES	KDM5B inhibitor
CSc1ccc(CNC(=O)CN2C(=O)C3CCCCN3c3ccc(C(=O)N4CCCC4)cc32)cc1 (stereo unspecified)	-23%
COc1ccc(CCNC(=O)c2cc3c(=O)n(C)c4cc(Cl)ccc4c3s2)cc1OC	-43%
CC(NC(=O)c1ccccc1NC(=O)c1nn(C)c(=O)c2ccccc12)c1ccccc1 (stereo unspecified)	-1%
COc1ccc(NC(=O)C(c2ccc(OC)cc2)N(C)C(=O)Cc2cccs2)cc1 (stereo unspecified)	-15%
O=C(c1ccc(OC2CCN(C(=O)c3cccs3)CC2)nc1)N1CCOCC1	-13%
CCn1cnnc1-c1nn(C)c2c1CN(C(=O)CCc1ccc(OC)cc1)CC2	-15%
O=C(NCc1ccc(F)cc1)c1nc(-c2cccc(F)c2)c2cnccn12	i
Cc1ccc(C(=O)NC2CCN(c3cc(-c4ccccc4)[nH]n3)C2)cc1C (stereo unspecified)	u
Cc1nonc1CN1CCN(C(C(=O)O)c2c[nH]c3ccccc23)CC1 (stereo unspecified)	13%
COc1cc(NC(=O)c2noc3c2CC(C)CC3)c(OC)cc1Cl (stereo unspecified)	-24%
CC(=O)Nc1nnc(SCC(=O)N2CCc3ccccc32)s1	6%
Cc1cnc(CCNS(=O)(=O)c2cn(C)cn2)n1CC1CC1	-36%
CCC(CC)NC(=O)c1cc(S(C)(=O)=O)ccc1C	12%
CCc1ccc(N2CC(C(=O)NC3CC3)CC2=O)cc1 (stereo unspecified)	-3%
Cc1c(Cl)cccc1NCC(=O)N1CCNC1=O	12%
CCOc1cc(C2NC(=O)NC2=O)ccc1O (stereo unspecified)	-12%

More compounds follow.
SMILES	KDM5B inhibitor
CC(=O)Nc1ccccc1OCc1cc(=O)n2c(C)csc2n1	-7%
Cc1ccc(C)c(Nc2nc(-c3ccc(-c4ccccc4)cc3)cs2)c1	26%
O=C(CSc1nccc(-c2cccs2)n1)Nc1ccccc1	21%
CN1CCN(C(=O)Cn2c(-c3ccccc3)cc3ccccc32)CC1	u
COCCn1cnnc1CNc1cc(C)nc2c(C)c(C)nn12	u
Cn1nccc1C(=O)N1CCC2(CC1)OC(=O)N(CCOc1ccccc1)C2(C)c1cccnc1 (stereo unspecified)	18%
CCc1nc2c(c(-c3ccc(Cl)cc3)n1)CCN(C(=O)c1ccccn1)CC2	-16%
Cc1ccc(C(=O)N2[C@@H]3CC[C@H]2CC(NC(=O)c2ccncc2)C3)s1 (stereo partly specified)	-7%
COc1ccc(Nc2nc(-c3ccc(F)cc3F)cs2)cc1	u
CCn1cc(S(=O)(=O)N2CCc3nn(CC4CC4)c(=O)n3CC2)cn1	-40%
CC(C)NC(=O)COC(=O)c1cc(=O)c2ccccc2o1	16%
N#CCCn1c(SCC(=O)Nc2ccc(C(N)=O)cc2)nc2ccccc21	-7%
Cc1cnc(CC2CCN(S(=O)(=O)c3cn(C)cn3)C2)n1C(C)C (stereo unspecified)	-8%
COc1ccc(-c2c(C)c3ccc(OC(C)=O)cc3oc2=O)cc1	u
CCCC1c2nccn2CCCN1C(=O)c1c(C)noc1C (stereo unspecified)	8%
CCC1CN(C(=O)N2CCC(C(=O)NCCC3=CCCCC3)CC2)c2cc(C)ccc2O1 (stereo unspecified)	-4%
CCOC(=O)c1sc(N2C(=O)c3oc4ccccc4c(=O)c3C2c2ccc(C(C)(C)C)cc2)nc1C (stereo unspecified)	6%[11.5 µM]
O=C1CCN(Cc2cccnc2)CCCC(C(=O)NCCC2=CCCCC2)CCN1 (stereo unspecified)	-22%
COc1ccc(-c2nnc3n2CCN(C(=O)C2CC2)C3)cc1	-15%[86.2 µM]
CC1CCn2c(nc3cc(C(=O)N4CCN(c5ccccc5)CC4)ccc32)C1 (stereo unspecified)	2%
O=S(=O)(CC(O)COc1ccc(Br)cc1)c1ccccc1 (stereo unspecified)	23%
CCN(Cc1nc(C)no1)C(=O)CC1COCCN1C(=O)c1ccco1 (stereo unspecified)	-10%
CNS(=O)(=O)c1cc(NS(=O)(=O)c2cc(Cl)cc(Cl)c2)ccc1C	-8%
COc1cccc(OC2CN(C(=O)c3[nH]c4c(C)cc(C)cc4c3C)C2)c1	u
O=c1[nH]c(N2CCOCC2)nc2c1CCN(Cc1ccc(F)cc1Cl)CC2	12%
CCC(=O)N(C1CCOCC1)C1CCN(S(=O)(=O)c2ccc(F)cc2)CC1	-17%
CC(C)Sc1ncc(Cl)c(C(=O)Nc2c(C(=O)Nc3ccccc3)oc3ccccc23)n1	9%
CS(=O)(=O)N1CCn2c(nnc2-c2cncc(Br)c2)C1	4%[115 µM]
N#Cc1cc(F)c(NCc2ccc(F)cc2)c(F)c1	-6%
CN(/C=C/C(=O)C(F)(F)F)C1(c2ccccc2Cl)CCCCC1=O (stereo unspecified)	4%
CN1C[C@@H](NC(=O)c2ccc(C#N)cc2)C[C@H]1c1nc(Cc2ccccc2)no1	-9%[86.2 µM]
Cc1ccc(OC(C)C(=O)Nc2ccc3nsnc3c2)cc1C (stereo unspecified)	u
COc1ccccc1N(C)S(=O)(=O)c1ccc(Cl)c(C(=O)Nc2ccccc2N2CCOCC2)c1	u
COc1ccc(Cl)cc1NC(=O)CSc1nnc(-c2ccco2)o1	8%
O=C(NC1CC(=O)N(c2ccccc2)C1)c1ccc(S(=O)(=O)N2CCCC2)cc1 (stereo unspecified)	-18%
C/C(=N\NC(=O)c1n[nH]c2c1CCC2)c1cccs1	-22%
Cc1ccc(Cc2cc(C)ncc2C)c(C)c1	17%
O=C(NCc1ccccc1)c1ccc2cc[nH]c2c1	u
CCOc1cc(C(=O)N(c2cc(C)cc(C)c2)C2C=CS(=O)(=O)C2)cc(OCC)c1OCC (stereo unspecified)	22%
COC(=O)C1CCN(c2csc3ccc(Cl)cc3c2=O)CC1	u
COc1ccccc1-c1c(C(F)(F)F)oc2cc(OCC(=O)OCC(C)C)ccc2c1=O	-28%
CC1CCCCN1Cc1c(O)ccc2c(=O)c(-c3ccccc3Cl)c(C(F)(F)F)oc12 (stereo unspecified)	-3%
CCOc1cc(/C=N/NC(=O)C2CCCC2)ccc1O	-9%
Cc1cc(C(=O)N2CCC(=O)N(Cc3ccc(F)cc3)C(C(C)C)C2)on1 (stereo unspecified)	-1%
Cc1noc(C)c1CCC(=O)NC1CCCc2c1[nH]c1ccccc21 (stereo unspecified)	28µM*
COc1ccc(NC(=O)N2CCCC(Cn3c(C4CC4)nc4cccnc43)C2)cc1Cl (stereo unspecified)	-13%
CCc1ccccc1NC(=O)CN(C)C(=O)C1CCN(c2cnn(Cc3ccccc3)c(=O)c2)C1 (stereo unspecified)	-9%
Cc1ccccc1NC(=O)CSc1nc(-c2ccco2)ccc1C#N	9%
CC(C)C(=O)Nc1ccc(Br)cc1Br	15%
CCn1nc(C(=O)N2CCc3ccccc3C2)c2ccccc2c1=O	6%
Cc1cccc(N2CCN(S(=O)(=O)c3cc(Br)cc4c3N(C(=O)C3CC3)CC4)CC2C)c1 (stereo unspecified)	-24%
CCCCNc1nc(-c2ccc(OC)c(OC)c2)cs1	-15%
CNC(=O)[C@@H]1CN(C(=O)CCc2nc3ccccc3s2)C[C@H]1c1nc(C)no1	17%
O=C1NC(C(=O)O)=CC(c2ccc([N+](=O)[O-])cc2)N1 (stereo unspecified)	u
O=C(c1ccc2[nH]ccc2c1)N1CCCN(c2cc(-c3ccc(Br)cc3)[nH]n2)CC1	-5%
Cc1cc2ccccn2c1/C(=N/S(=O)(=O)c1cccs1)c1ccccc1	-21%
CCC(CC)NC(=O)/C=C/c1ccc(OC)cc1	6%
Cn1nc(C(=O)N2CCN(c3ccc(Cl)cc3)CC2)c2c1-c1ccccc1S(=O)(=O)C2	u
COc1cccc(COC2CN(C(=O)CCn3nccc3C)CC(=O)N(Cc3ccccn3)C2)c1 (stereo unspecified)	-26%
O=S1(=O)C=CC(N(Cc2ccccc2)Cc2ccccc2F)C1 (stereo unspecified)	-3%

(next part)
SMILES	KDM5B inhibitor
Cc1ccc(OCCN(C)C(=O)c2cnc3ccccc3n2)cc1	8%
Cc1ccsc1C1CC(=O)Nc2ccccc2S1 (stereo unspecified)	19%
CCOc1ccc(NC(=O)Cn2cc(C(=O)c3ccc(CC)cc3)c(=O)c3cc(OC)c(OC)cc32)cc1	-5%
O=C(CCc1ncc(-c2c(F)cccc2F)o1)N1CCC(OCc2ccccc2)CC1	0%
Oc1c(Cl)cccc1C=Nc1cc(C(F)(F)F)ccc1Oc1ccccc1Cc1ccccc1	9%
COc1ccccc1-n1ccnc1SCC(=O)Nc1nc(C)cs1	19%
N#CC1(NC(=O)CSc2ncc(-c3ccc(F)cc3)o2)CCCCC1	20%
O=C(Cn1cc(SCc2ccc(F)cc2)c2ccccc21)N1CCCCC1	-17%
CN1CCN(C(=O)[C@@H]2CCC[C@@H](NCc3cnn(C)c3)CN(C)C(=O)C2)CC1	8%[86.2 µM]
CC(C)(C)c1ccc(C(=O)N/C(=C\c2ccc(Cl)cc2)C(=O)O)cc1	7%
Cc1ccc(NC(=O)C2CCN(C(=O)c3sc4nc[nH]c(=O)c4c3C)CC2)cc1C	2%
CCc1nncn1C1CCN(S(=O)(=O)c2cc(C)ccc2C)CC1	7%
O=C(Cc1c[nH]c(=O)[nH]c1=O)N1C[C@@H](CN2CCOCC2)[C@@H](CO)C1	33%[activator]
O=C(Cn1ccn(-c2ccc(F)c(F)c2)c(=O)c1=O)NCCc1ccccc1	-3%&-62%
Cc1ccc(C(=O)Nc2c(NC3CCCC3)c3ccccc3oc2=O)cc1	13%
O=C(c1cnco1)N1CCc2nn(CC3CC3)c(=O)n2CC1	4%
Cc1ccc(NC(=O)N2CC(N(Cc3cccnc3)S(C)(=O)=O)C2)cc1C	-12%
Cc1ccc(C(=O)N2CCc3sc(C(=O)NCc4ccc(F)cc4)cc3C2)cc1	-29%
N#Cc1cccc(C(=O)NC2CCN(C(=O)N3CC4CC(C3)[C@H]3CCCC(=O)N3C4)CC2)c1 (stereo partly specified)	18%
CCn1cc(S(=O)(=O)N2CCCC(c3nnnn3-c3ccccc3)C2)cn1 (stereo unspecified)	3%
Cc1ccc(CNC(=O)c2ccc3c(c2)N(Cc2cccc(C)c2)C(=O)CS3)cc1	12%
CCCNC(=O)Cn1ccn2nc(-c3ccccc3)c(CO)c2c1=O	-27%
Cc1ccc(S(=O)(=O)Nc2cc([N+](=O)[O-])c([N+](=O)[O-])cc2NS(=O)(=O)c2ccc(C)cc2)cc1	-23%
Cc1ccccc1CN1CCc2nc(N3CCN(c4ncccn4)CC3)ncc2C1	u
Cc1nc(C2(C)CCN(C(=O)c3cnccn3)CC2)no1	1%
Cc1cccc(N2CCN(C(=O)C3CCN(Cc4nc(-c5ccc(Cl)cc5)oc4C)CC3)CC2)c1C	0%
CCCCc1cc(=O)oc2c(C)c(OCC(=O)NCc3ccncc3)ccc12	-6%
O=C(Nc1ccc(Cl)cc1)C1CCN(c2nc3ccccc3n3cccc23)CC1	u
O=C(NC1CCNCC1)C1CCN(c2nc(-c3ccccc3)nc3c2CCC3)CC1	-20%
CN1CCCCC1COc1ccc2c(n1)CN(Cc1ccccc1F)C(=O)CO2 (stereo unspecified)	-2%[86.2 µM]
COC(=O)CC[C@H]1CNC(=O)[C@@H]2[C@@H](CCN2S(C)(=O)=O)N1C	-8%[86.2 µM]
CCN(Cc1ccc(C(N)=O)cc1)Cc1cccs1	25%
CN(C1CC(C)(C)NC(C)(C)C1)S(=O)(=O)CC12CCC(CC1=O)C2(C)C (stereo unspecified)	-3%
CN(C)c1ccc2ncccc2c1	3%
O=C(c1ccc2ccccc2n1)N1CCc2nnc(CCc3ccccc3)n2CC1	33%[activator]
COc1ccc(C(=O)NCC(C)(C)CNC(=O)c2ccc(OC)cc2)cc1	14%
COc1cc(-c2noc(-c3ccc(N4CCCCC4)c([N+](=O)[O-])c3)n2)cc(OC)c1OC	-3%

Assay outcomes from PubChem BioAssay.
